HIF activator = HIF pathway transcriptional activation | U2OS HRE-luciferase reporter, luminescence; normalized: DMSO 0%, desferrioxamine 100% | activation, % at 7.5 µM (by protocol) | 0.32% of 300,000 active;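 active = mean activation of at least 10% of the iron chelator positive control signal, with at least half of replicates also reaching 10%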
MrgX1 allo act = human MrgX1 positive allosteric modulation, primary screen. Q96LB2. B-score at 10 µM. AID 588675. 0.63% of 310,000 active. MrgX1-HEK293, Fluo-4 calcium flux, FDSS; active compounds read high;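 active = plate-corrected calcium response at least 3 library SD above typical, normal starting fluorescence, not activating the receptor alone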;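 also: compound read alongside a low EC10 to EC30 dose of BAM8-22 agonist; peak minus trough fluorescence over baseline measured at the second addition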
Target sequence (Q96LB2 whole entry, looked up): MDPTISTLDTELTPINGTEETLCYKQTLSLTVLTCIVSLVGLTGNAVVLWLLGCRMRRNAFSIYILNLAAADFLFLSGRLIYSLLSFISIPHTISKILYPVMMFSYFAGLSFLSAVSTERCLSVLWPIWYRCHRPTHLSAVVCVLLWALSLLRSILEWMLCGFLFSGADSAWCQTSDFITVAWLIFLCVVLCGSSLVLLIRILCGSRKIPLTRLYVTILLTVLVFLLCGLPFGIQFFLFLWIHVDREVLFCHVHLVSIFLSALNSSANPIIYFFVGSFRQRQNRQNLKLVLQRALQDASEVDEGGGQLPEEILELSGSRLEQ
TRPC6 activator = activators of mouse TRPC6 channel | 0.13% of 310,000 active | HEK293-TRPC6 membrane potential dye fluorescence; active compounds read high | B-score at 10 µM | Q61143;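 active = B-score of the integrated fluorescence ratio above library mean plus 3 SD, and starting fluorescence ratio within library mean plus 5 SD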;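 also: higher score means more depolarization so channel activation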
TRPC4 PAM = allosteric potentiators of mouse TRPC4 channel; 0.42% of 310,000 active; B-score at 10 µM; HEK293 TRPC4beta/mu-opioid, DAMGO EC20, Fluo-4 Ca2+ flux; active compounds read high;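 active = B-score of calcium response area above 5 SD of library B-scores, with initial fluorescence ratio within 5 SD of library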;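 also: B-score of integrated fluorescence ratio over time as area under calcium response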
TRPC4 inh = TRPC4 (mouse) channel inhibition | Q9QUQ5 | HEK293 TRPC4beta/mu-opioid, DAMGO-evoked Fluo4 calcium flux; active compounds read low | B-score at 10 µM | 0.39% of 300,000 active | AID 2247;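 active = B-score over 3 SD under the library average, no early fluorescence shift, positive overall ratio signal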
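material = TRPC4beta/mu-opioid receptor HEK293 cell line | probe or stimulus = sequential submaximal and maximal DAMGO stimulation | compound dosing = one concentration per compound | measured by = Fluo4 Ca2+ flux fluorescence | evaluation = integrated fluorescence ratio relative to baseline, converted to per-well B score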
PolyA inh = blocks polyadenylation in yeast reporter cells. S. cerevisiae SKY197-pL101 polyadenylation reporter, beta-gal luminescence; efflux-impaired pdr1/pdr3 knockout yeast; score 100 = 6 SD above DMSO. calls only at 12 µM. 0.02% of 300,000 active;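 active = lowest replicate activity score at least 50, where 100 means six control SD above control mean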;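 also: yeast exposed to compound for 9 h at 30 °C; higher score means more reporter readthrough which indicates perturbed polyadenylation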
MrgX1 antag = antagonists of human MrgX1 receptor; Q96LB2; MRGX1-HEK293 calcium flux, Fluo-4, BAM8-22 antagonism; active compounds read low; B-score at 10 µM; 1.3% of 310,000 active; AID 588676;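 active = calcium-response B-score plate-corrected more than 3 library SD below zero, starting fluorescence within 5 deviations, no agonist response on first addition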;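 also: peak minus trough fluorescence over baseline after final BAM8-22 challenge near maximal dose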
AI-2 QS mod = modulators of Vibrio harveyi AI-2 quorum sensing system; 0.4% of 300,000 active; activity change, % at 7.5 µM; Vibrio harveyi JMH597 AI-2 luminescence/OD600 ratio, 9 h; active compounds read low; strain lacks LuxN and CqsS sensors; 0 = neutral-control median; AID 2094; in the data active = activity change below about -75%, passing the limit was not always enough;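 also: luminescence divided by OD600 gain over 9 h not by final OD600 alone; inactives centre near 13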
TRPC4 act = opens the mouse TRPC4 cation channel | HEK293 TRPC4beta/mu-opioid, Fluo4 calcium fluorescence; active compounds read high | 0.49% of 310,000 active | Q9QUQ5 | AID 2237 | B-score at 10 µM;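 active = B-score above 5 SD of library B-scores, and initial fluorescence ratio not above library mean plus 5 SD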;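 also: positive B-score marks a calcium rise read as TRPC4 activation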
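system = HEK293 cells stably co-expressing mouse TRPC4beta and mu-opioid receptor | schedule = Fluo4 dye loading 45 min at room temperature, 110 s recording | measure = B-scored integrated calcium fluorescence ratio | signal = Fluo4 calcium-sensitive dye fluorescence, kinetic, 1 Hz baseline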
MrgX1 ag = activates human MrgX1 receptor signaling | B-score at 10 µM | Q96LB2 | 0.44% of 310,000 active | MrgX1-HEK293 cells, Fluo-4 calcium fluorescence, agonist mode; active compounds read high;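 active = calcium response B-score plate-corrected fluorescence ratio at least 3 library SD, with starting fluorescence B-score inside 5 SD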
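Material: MrgX1-expressing HEK293 cells; input: 15,000 cells per well; doses: test compound given as first of three sequential additions; schedule: overnight plating before 1 h dye loading; technique: Fluo-4 NW calcium-flux fluorescence, kinetic read; evaluation: baseline-normalised fluorescence change ratio, B-scored; control set: plate-wise positive and negative controls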
TRPC6 inhibitor = blocks the mouse TRPC6 cation channel. HEK293-TRPC6, membrane potential dye, ACh-evoked depolarization; active compounds read low. B-score at 10 µM. 1.1% of 310,000 active. AID 2553;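 active = B-score under library mean minus 3 SD, initial fluorescence not abnormally high, positive integrated signal ratio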;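 also: B-score derived from integrated fluorescence ratio over the kinetic read; more negative B-score means stronger inhibition of depolarization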
* = called active by the depositor; i = inactive; nt = no result given.

SMILES	HIF activator	MrgX1 allo act	TRPC6 activator	TRPC4 PAM	TRPC4 inh	PolyA inh	MrgX1 antag	AI-2 QS mod	TRPC4 act	MrgX1 ag	TRPC6 inhibitor
O=C(Nc1ccncc1)c1cccc(S(=O)(=O)N2CCOCC2)c1	-0.3	i	i	i	i	i	i	19	i	i	i
COc1cccc(CNS(=O)(=O)c2ccc3c(c2)CC(C)N3C(C)=O)c1 (stereo not drawn)	-0.2	i	i	i	i	i	i	4	i	i	i
COc1ccc(Cl)cc1N1Cc2ccccc2C1	-0.5	i	i	i	i	i	i	25	i	i	i
COCCNC(=O)c1c(N)n(/N=C/c2cccs2)c2nc3ccccc3nc12	0.1	i	i	i	i	i	i	31	i	i	i
COC(=O)c1cccc(NC(=O)CSc2nnnn2C)c1	0.9	i	i	i	i	i	i	8	i	i	i
O=C1CN(C(=O)c2ccccc2)c2ccccc2N1	0.2	i	i	i	i	i	i	21	i	i	i
CC(C)[C@H](NC(=O)c1ccccc1F)C(=O)Nc1nc2c(s1)CCCC2	0.8	i	i	i	i	i	i	-4	i	i	i
O=C(CSCc1ccc(F)cc1)NCc1ccc(F)cc1	-0.4	i	i	i	i	i	i	11	i	i	i
COc1ccc(NC(=S)Nc2cc(C(F)(F)F)ccc2F)cc1	1.4	i	i	i	i	i	i	6	i	i	i
Oc1c(Br)cc(Br)cc1C=Nc1ccc2c(c1)OCO2	nt	i	i	i	i	i	i	25	i	i	i
CCCCCC(=O)Nc1ccc(C(=O)COC(=O)c2ccccn2)cc1	0.8	i	i	i	i	i	i	59	i	i	i
O=C(NCc1ccco1)C(=S)N1CCCCC1	-0.9	i	i	i	i	i	i	29	i	i	i
COc1cccc(OCc2cc(C(=O)N3CCC(c4ccncc4)CC3)no2)c1	-0.7	i	i	i	i	i	i	-37	i	i	i
CC(C)COP(=O)(c1ccc(N(C)C)cc1)C(O)c1ccccc1F (stereo not drawn)	-0.5	i	i	i	i	i	i	32	i	i	i
Cc1ccc(C)c(S(=O)(=O)N2CCCOC2CNC(=O)C(=O)NCc2cccnc2)c1 (stereo not drawn)	-0.1	i	i	i	i	i	i	-1	i	i	i
COc1cc(NC(=O)Cc2nn(C)c(=O)c3ccccc23)cc(OC)c1	1.3	i	i	i	i	i	i	11	i	i	i
Cc1c(OCC(=O)OC(C)(C)C)ccc2c3c(c(=O)oc12)CCC3	-0.1	i	i	i	i	i	i	26	i	i	i
Cc1ccc(S(=O)(=O)N(C)C)cc1NC(=O)COC(=O)C1CCN(S(=O)(=O)c2cccs2)CC1	-0.1	i	i	i	i	i	i	2	i	i	i
COc1ccc(NC2CCN(C3CC(=O)N(c4ccc(F)c(Cl)c4)C3=O)CC2)cc1 (stereo not drawn)	-0.2	i	i	i	i	i	i	22	i	i	i
O=C(OC(c1ccccc1)c1nccc2ccccc12)c1cccc([N+](=O)[O-])c1 (stereo not drawn)	1.1	i	i	i	i	i	i	20	i	i	i
Cc1ccccc1C(=O)Nc1cccc(NC(=O)c2ccccc2[N+](=O)[O-])c1	0.4	i	i	i	i	i	i	9	i	i	i
NC(=O)c1cc(C(=O)c2cccc(Cl)c2Cl)c[nH]1	-0.4	i	i	i	i	i	i	0	i	i	i
CC(C)[C@H](NC(=O)N1CC(=O)Nc2ccccc21)C(=O)N[C@@H](Cc1ccccc1)C(=O)O	-0.5	i	i	i	i	i	i	24	i	i	i
COc1ccc2ccc(=O)oc2c1CC(O)C(C)(C)O (stereo not drawn)	0.1	i	i	i	i	i	i	-17	i	i	i
CSc1cccc(CN2CCC(CO)(Cc3ccccc3)CC2)c1	0.4	i	i	i	i	i	i	-9	i	i	i
O=C(NN1C(=O)C2C3C=CC(C4CC34)C2C1=O)c1ccc(Cl)c(Cl)c1 (stereo not drawn)	-0.2	i	i	i	i	i	i	0	i	i	i
CN1CCN(Cc2c(O)ccc3cc(Br)ccc23)CC1	-0.3	i	i	i	i	i	i	15	i	i	i
O=C1c2ccccc2OC2(C=Cc3ccccc3O2)N1Cc1ccccc1 (stereo not drawn)	3.2	i	i	i	i	i	-5*	-5	i	i	i
CCOC(=O)C1=C(CSc2nc(C)ccc2C#N)OC(N)=C(C#N)C1c1cccc(OC)c1OC (stereo not drawn)	-0.2	i	i	i	i	i	i	11	i	i	i
Cc1noc(C)c1COc1ccc(C(=O)OCC(=O)Nc2cccc(S(=O)(=O)N3CCOCC3)c2)cc1	-0.1	i	i	i	i	i	i	13	i	i	i

One compound at a time, as listed above.
`COCCNC(=O)c1c(N)n(/N=C/c2cccs2)c2nc3ccccc3nc12` across the screens: HIF activator: 0.1; MrgX1 allo act: i; TRPC6 activator: i; TRPC4 PAM: i; TRPC4 inh: i; PolyA inh: i; MrgX1 antag: i; AI-2 QS mod: 31; TRPC4 act: i; MrgX1 ag: i; TRPC6 inhibitor: i
`COc1cccc(OCc2cc(C(=O)N3CCC(c4ccncc4)CC3)no2)c1` across the screens: HIF activator: -0.7; MrgX1 allo act: i; TRPC6 activator: i; TRPC4 PAM: i; TRPC4 inh: i; PolyA inh: i; MrgX1 antag: i; AI-2 QS mod: -37; TRPC4 act: i; MrgX1 ag: i; TRPC6 inhibitor: i

(cont.)
SMILES	HIF activator	MrgX1 allo act	TRPC6 activator	TRPC4 PAM	TRPC4 inh	PolyA inh	MrgX1 antag	AI-2 QS mod	TRPC4 act	MrgX1 ag	TRPC6 inhibitor
CCCCn1c(N)c(N(CC(C)C)C(=O)c2ccc(COc3ccccc3)o2)c(=O)[nH]c1=O	-0.3	i	i	i	i	i	i	25	i	i	i
Cc1cccc(-n2ncc3c(N(C)Cc4ccccc4)ncnc32)c1	3.9	i	i	i	i	i	i	21	i	i	i
Cc1cc(C)c2[nH]c(=O)c(CN(Cc3ccccc3)C(=S)NCCCN(C)C)cc2c1	-6.9	i	i	i	i	i	i	0	i	i	i
COc1cccc2cc(C(=O)N3CCc4ccccc43)c(=O)oc12	-0.9	i	i	i	i	i	i	18	i	i	i
COc1ccc2[nH]c(=O)c(-c3nnn(-c4ccc(F)cc4)n3)cc2c1	-1.8	i	i	i	i	i	i	-2	i	i	i
Cc1cccn2cc(-c3cccc(S(=O)(=O)N4CC(C)OC(C)C4)c3)nc12 (stereo not drawn)	0.7	i	i	i	i	i	i	15	i	i	i
COc1cc2c(cc1NC(=O)c1ccc(C(C)(C)C)cc1)CCCC2	-4.8	i	i	i	i	i	i	22	i	i	i
COc1ccc(S(=O)(=O)N2CCC(c3nc4ccccc4[nH]3)CC2)cc1	0.1	i	i	i	i	i	i	26	i	i	i
O=C(O)c1ccc(OCc2ccc(C(=O)O)o2)cc1	-0.6	i	i	i	i	i	i	28	i	i	i
Cc1cc(OCCCC(=O)Nc2cccc(-n3cnnn3)c2)ccc1Cl	0.3	i	i	i	i	i	i	-2	i	i	i
COc1ccc(CN2CC(C(N)=O)Oc3ccccc32)cc1F (stereo not drawn)	0.1	i	i	i	i	i	i	nt	i	i	i
CC(=O)c1cccc(NC(=O)N2CCCC2C(=O)NCCc2ccccc2)c1 (stereo not drawn)	-0.6	i	i	i	i	i	i	24	i	i	i
CC1C=CCC2C(=O)N(c3ccc(OC(=O)c4cccs4)cc3)C(=O)C12 (stereo not drawn)	-0.2	i	i	i	i	i	i	1	i	i	i
O=S1(=O)NC(CC2=CCCCC2)C2CCCCC2O1 (stereo not drawn)	-0.2	i	i	i	i	i	i	14	i	i	i
CCOC(=O)C1CCCN(S(=O)(=O)Cc2ccccc2)C1 (stereo not drawn)	-0.2	i	i	i	i	i	i	10	i	i	i
CCn1c(SCC(=O)N/N=C/c2ccccc2OCC(=O)O)nnc1-c1ccc(OC)cc1	0.6	i	i	i	i	i	i	26	i	i	i
COc1ccc(S(=O)(=O)N(CC(=O)NCC2CCCO2)Cc2ccccc2)cc1C (stereo not drawn)	0.1	i	i	i	i	i	i	18	i	i	i
Cc1coc2cc3oc(=O)c(CC(=O)N4C[C@H]5C[C@@H](C4)c4cccc(=O)n4C5)c(C)c3cc12	-0.3	i	i	i	i	i	i	7	i	i	i
Cc1ccc(C)c(Cn2cnc3c(nnn3-c3ccc(F)cc3)c2=O)c1	-0.6	i	i	i	i	i	i	8	i	i	i
CC1CCN(C(=O)CNS(=O)(=O)c2ccc(Br)s2)CC1	0.0	i	i	i	i	i	i	20	i	i	i
CC(=O)Oc1ccc2c(c1)OC(c1ccccc1)CC21CC(C)(C)NC(=O)N1 (stereo not drawn)	0.0	i	i	i	i	i	i	32	i	i	i
CCc1nnc(NC(=O)/C=C/c2ccc(C)o2)s1	1.1	i	i	i	i	i	i	5	i	i	i
CCc1cccc2c(C(=O)COC(=O)c3ccc(O)cc3)c[nH]c12	5.8	i	i	i	i	i	i	6	i	i	i
COc1ccc(Nc2nc(N)c(C(=O)c3ccc(F)cc3)s2)cc1	-45	i	i	i	i	i	i	7	i	i	i
CCN(C(=O)Cn1cc(C(F)(F)F)ccc1=O)c1c(N)n(Cc2ccccc2)c(=O)[nH]c1=O	0.2	i	i	i	i	i	i	21	i	i	i
O=C(Cc1ccccc1[N+](=O)[O-])Nc1ccc2c(c1)OCO2	1.3	i	i	i	i	i	i	21	i	i	i
COC(=O)CCC(=O)OC1(C)C(=O)C2=COC(c3ccc(OC)cc3)=CC2=C(Br)C1=O (stereo not drawn)	-0.3	i	i	i	i	i	i	35	i	i	i
Cc1c(CCC(=O)O)c(=O)oc2cc3oc4c(c3cc12)CCCC4	-2.5	i	i	i	i	i	i	18	i	i	i
Cc1occc1C(=O)N1CCCC(Nc2ccc(F)cc2)C1 (stereo not drawn)	0.0	i	i	i	i	i	i	19	i	i	i
CCOc1ccc(-n2cc(C(=O)N3CCN(C)CC3)c3cc(OC)c(OC)cc3c2=O)cc1	-0.4	i	i	i	i	i	i	-1	i	i	i
S=C(NCCCn1ccnc1)NC1CCCCC1	0.4	i	i	i	i	i	i	15	i	i	i
Cc1cc2nc(C3CCN(CC4COc5ccccc5O4)CC3)[nH]c2cc1C (stereo not drawn)	-0.1	i	i	i	i	i	i	12	i	i	i
O=C(Nc1cccc([N+](=O)[O-])c1)c1ccc(-c2ccccc2)cc1	1.2	i	i	i	i	i	i	26	i	i	i
Cc1ccccc1-c1noc(-c2ccc(Cl)cc2)n1	2.9	i	i	i	i	i	i	23	i	i	i

This is a subset; count on the stated rates, not on these rows.
